CXCR6 inh: CXCR6 receptor inhibitors, primary screen, cell-based, beta-arrestin, luminescence, CHO-K1 PathHunter, 1536-well | AID 602244, 2012 | C-X-C chemokine receptor type 6 (Homo sapiens), O00574 | 360,000 compounds, 0.36% hits | inhibition, % at 20 µM; in the data active = inhibition above about 34%, passing the limit was not always enough;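 note: antagonist mode with CXCL16 agonist at 10 nM final; 0% = 10 nM CXCL16 with DMSO and 100% = unstimulated wells without agonist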
Target sequence (O00574 whole entry, looked up): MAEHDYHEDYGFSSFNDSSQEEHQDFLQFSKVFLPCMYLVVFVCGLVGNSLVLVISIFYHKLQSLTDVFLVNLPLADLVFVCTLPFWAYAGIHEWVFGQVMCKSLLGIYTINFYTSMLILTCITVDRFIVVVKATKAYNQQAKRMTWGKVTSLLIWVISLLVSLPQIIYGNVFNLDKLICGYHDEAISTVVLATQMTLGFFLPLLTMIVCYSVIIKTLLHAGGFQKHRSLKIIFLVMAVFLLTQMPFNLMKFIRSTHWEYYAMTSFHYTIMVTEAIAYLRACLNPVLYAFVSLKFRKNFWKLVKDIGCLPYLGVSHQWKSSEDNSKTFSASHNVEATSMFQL
Jurkat NFkB inh: inhibitors of induced NF-kB luciferase reporter, primary screen, TCR NF-kB activation inhibitor project, cell-based, luminescence, uHTS | Jurkat, PMA/ionomycin-induced NF-kB luciferase reporter | inhibition, % at 4 µM | 330,000 compounds, 0.53% hits | AID 435003, 2010; in the data active = inhibition above about 50%
Gli-Sufu block: Gli-Sufu pathway antagonists, primary screen, luciferase luminescence, Sufu-KO-LIGHT cells, uHTS; 340,000 compounds, 0.74% hits; AID 588413, 2011; inhibition, % at 5 µM; Sufu-KO-LIGHT fibroblasts, Gli luciferase reporter luminescence;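 active = inhibition above about 55%, limit read from the data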;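 note: 0% = DMSO-treated cells and 100% = wells with medium but no cells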
EBI2 antag: EBI2 receptor antagonists, beta-arrestin recruitment, primary screen, cell-based, luminescence, 7a,25-OHC stimulation, uHTS; AID 651636, 2012; 360,000 compounds, 0.81% hits; 7a,25-OHC stimulated; inhibition, % at 5 µM; in the data active = inhibition above about 38%;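 note: enzyme fragment complementation signal reports receptor beta-arrestin coupling in cells; 0% = agonist plus DMSO wells and 100% = wells without agonist; some results beyond the cut were filed as inactive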
UBC13 polyUb: UBC13 polyubiquitin chain formation inhibitors, primary screen, biochemical, TR-FRET, uHTS; Ubiquitin-conjugating enzyme E2 N (Homo sapiens), P61088; inhibition, % at 20 µM; 330,000 compounds, 0.47% hits; AID 485273, 2010; in the data active = inhibition above about 45%, passing the limit was not always enough
Target sequence (P61088 whole entry, looked up): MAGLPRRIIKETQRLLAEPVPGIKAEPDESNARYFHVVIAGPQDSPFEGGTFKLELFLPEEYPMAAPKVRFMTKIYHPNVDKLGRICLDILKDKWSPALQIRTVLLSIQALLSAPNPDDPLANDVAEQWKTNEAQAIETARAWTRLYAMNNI
APJ antag: antagonists of human apelin receptor APJ, primary screen, CHO-K1 cells, beta-arrestin complementation, luminescence | P35414 | 330,000 compounds, 0.32% hits | inhibition, % at 20 µM;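 active = inhibition above about 40% at 20 µM, limit read from the data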;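 note: cells challenged with 10 nM apelin-13 agonist together with compound; plate controls were apelin-13 plus DMSO wells for no effect and DMSO wells lacking apelin-13 for full effect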
697 NFkB inh: inhibitors of PMA/ionomycin-induced NF-kB reporter, 697 cells, primary screen, B-cell NF-kB inhibitor project, cell-based, luminescence, uHTS. inhibition, % at 4 µM. 697 B-cell NF-kB luciferase reporter, 16 h. AID 435022, 2010. 330,000 compounds, 0.33% hits; in the data active = inhibition above about 35%
CCR6 antagonist: CCR6 receptor antagonists, primary screen, cell-based, CHO-K1, luminescence, beta-arrestin, uHTS; inhibition, % at 20 µM; CHO-K1 CCR6 PathHunter beta-arrestin, CCL20-stimulated; 340,000 compounds, 0.49% hits; AID 493098, 2011;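 active = compounds whose inhibition of the agonist-driven luminescence signal at 20 µM reaches about 50%, limit read from the data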;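 note: cells stimulated with CCL20 at 14 nM final; plate controls were DMSO with CCL20 for no effect and DMSO without agonist for full effect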
Target sequence (P51684 whole entry, looked up): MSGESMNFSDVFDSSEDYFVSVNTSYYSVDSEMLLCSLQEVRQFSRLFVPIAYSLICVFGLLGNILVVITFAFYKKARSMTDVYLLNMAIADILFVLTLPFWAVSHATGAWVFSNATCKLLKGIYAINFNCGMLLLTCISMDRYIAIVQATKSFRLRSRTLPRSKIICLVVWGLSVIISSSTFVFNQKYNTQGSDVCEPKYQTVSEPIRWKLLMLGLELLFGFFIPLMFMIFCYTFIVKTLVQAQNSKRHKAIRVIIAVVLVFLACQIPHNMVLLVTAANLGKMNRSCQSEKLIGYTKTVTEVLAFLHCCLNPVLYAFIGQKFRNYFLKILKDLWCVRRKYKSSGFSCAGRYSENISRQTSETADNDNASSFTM
Numbers without * were called inactive; nt = not tested or not shown.

The line under a structure holds: CXCR6 inh	Jurkat NFkB inh	Gli-Sufu block	EBI2 antag	UBC13 polyUb	APJ antag	697 NFkB inh	CCR6 antagonist
#1 COc1ccc(NC(=O)CCSCCC(=O)Nc2ccc(OC)cc2OC)c(OC)c1
  -20	-10	13	-1	-5	0	-8	12
#2 C/C(=N\NC(=O)CCCNc1cccc(C)c1)c1ccncc1
  -8	-8	-3	-8	-16	4	-22	10
#3 COc1cc(C2C(C#N)=C(N)Oc3cc(N(C)C)ccc32)cc2c1OCO2 (stereo unspecified)
  6	67*	45	0	-10	15	-107	12
#4 C#CCOc1ccccc1CNc1ccccc1
  11	-17	-22	-6	1	20	-4	22
#5 Cc1ccc(-c2nn(-c3cc(Cl)ccc3[N+](=O)[O-])c(=O)c3ccccc23)cc1
  4	-1	2	30	-12	-6	2	21
#6 NS(=O)(=O)c1ccc(CCNC(=O)C2CCC(Cn3c(=S)[nH]c4ccccc4c3=O)CC2)cc1 (stereo unspecified)
  2	19	-3	-1	24	-2	9	8
#7 Cn1c(CN2CCOCC2)nnc1SCc1cccc(F)c1
  5	0	4	-2	3	18	14	6
#8 COc1ccc(C(=O)COC(=O)c2cccc(-n3cnnn3)c2)c(OC)c1
  -3	-34	-37	0	2	6	-34	16
#9 CC(=O)Oc1cccc(/C=N\NC(=O)C(=O)N/N=C/c2cccc(OC(C)=O)c2)c1
  1	3	0	-9	-12	-17	-1	6
#10 COCCn1c(C)cc(C(=O)COC(=O)c2ccc(Br)o2)c1C
  -6	-40	-9	-3	4	1	-26	18
#11 O=C(Nc1cccc(-c2cscn2)c1)C1CCN(Cc2ccsc2)CC1
  -5	-8	32	-5	11	-16	-16	5
#12 O=C(CN1CCc2ccccc21)NC(=O)NCc1ccco1
  -4	0	7	1	4	-1	2	6
#13 O=C1CNC(=O)c2c(nc3n2CCC3)N1
  7	-6	37	-5	4	9	14	11
#14 CCOC(=O)CC(=O)CSc1nc2c(cc1C#N)CCC2
  7	-9	2	-6	-7	12	-20	1
#15 Cc1cccc(-n2c(O)cnc2Nc2nc(C)cc(C)n2)c1
  -4	4	3	-7	2	-1	20	9
#16 COC(=O)c1ccc(C23CC4(C2)[C@H](CN(Cc2ccc(C(F)(F)F)cc2)[C@@H]4c2ccccc2)C3c2ccc(C(F)(F)F)cc2)cc1 (stereo partly specified)
  nt	16	nt	nt	-1	17	16	nt
#17 O=C(NCCCCc1ccccc1)c1cccc(NC(=O)C2CC2)c1
  2	nt	-3	-8	nt	nt	nt	-10
#18 C=C(C)c1cccc(C(C)(C)NC(=O)Nn2cnnc2)c1
  0	3	7	9	3	11	8	3
#19 CC1CCC(C(=O)NNC(=O)c2cc(-c3ccco3)[nH]n2)CC1 (stereo unspecified)
  -9	0	-1	0	20	9	18	1
#20 Cc1cc(NC(=O)C(C)SCC(=O)OCc2ccc(Cl)cc2Cl)no1 (stereo unspecified)
  -2	9	-14	4	3	8	11	13
#21 COc1cccc(N=C2SC(CC(=O)Nc3ccccc3)C(=O)N2Cc2ccccn2)c1 (stereo unspecified)
  1	-1	1	15	6	10	16	8
#22 NC(=O)C1CCN(C(=O)CN(c2cccc(C(F)(F)F)c2)S(=O)(=O)c2ccccc2)CC1
  0	-16	-2	-8	-3	-7	-9	0
#23 COc1cccc(C(=O)/C=C/Nc2ccc(S(=O)(=O)Nc3ccc(C(C)=O)cc3)cc2)c1
  -11	4	7	3	-19	8	-3	17
#24 Cc1ccc(-c2cc([C@H]3[C@@H]4C=CCC[C@@]4(C)C(=O)N3Cc3ccccc3)ccc2F)cc1
  3	5	-26	9	3	6	4	20
#25 Cc1ccc2nc(NC(=O)C3CCN(C(=O)c4ccc(F)cc4)CC3)sc2c1
  -10	-1	-26	11	1	-1	-14	-8
#26 COc1cc(/C=C(/NC(=O)c2ccccc2)C(=O)N2CCOCC2)c([N+](=O)[O-])cc1OC
  -6	16	-1	-6	-1	-21	-6	0
#27 O=C(CCCCCNc1nc(=S)[nH]c2ccccc12)NCCc1c[nH]c2ccccc12
  -5	3	13	26	36	-3	-4	0
#28 CN(C)c1ccc(C(=S)N2CCOCC2)cc1Br
  0	-6	-4	0	4	15	15	-7
#29 CC1CCCC/C1=N\NC(=S)NCCc1ccccc1 (stereo unspecified)
  12	-2	9	9	-11	16	-32	37
#30 CCOC(=O)C1CCN(c2ccc(C(N)=O)cc2[N+](=O)[O-])CC1
  -13	6	2	-7	-17	9	4	15
#31 C/C(CC(=O)Nc1cc(C)ccn1)=N\NC(=O)c1cccc(C)c1O
  9	18	9	-6	3	22	-88	-12
#32 COc1ccc(NC(=O)C2CCCN(c3c4c(nc5ncnn35)CCC4)C2)cc1 (stereo unspecified)
  -2	17	5	-5	6	10	5	-3
#33 CC(C)CC(c1nnnn1CC1CCCO1)N1CCN(c2cccc(Cl)c2)CC1 (stereo unspecified)
  12	20	0	7	1	17	-6	-3
#34 CCCOC(=O)Nc1ccccc1C(N)=O
  4	-10	1	-6	-1	12	3	-3
#35 COc1ccc(N(CC(=O)Nc2cccc([N+](=O)[O-])c2C)S(C)(=O)=O)cc1OC
  8	2	0	-4	0	5	2	10
#36 CCOc1ccc(CCNC(=O)COC(=O)c2nc3nc(C)cc(C)n3n2)cc1OCC
  -13	-7	-4	-8	-1	-2	8	1
#37 Cc1cc(C)c(C2=CSC3=NS(=O)(=O)CCN23)c(C)c1
  -3	9	2	1	-9	21	-7	13
#38 O=C(CSc1nnc(-c2ccccn2)o1)Nc1ccc(F)cc1
  -10	-80	-104	-2	-3	2	-8	0
#39 CCNS(=O)(=O)c1ccc(CCC(=O)NC2CCCC2)cc1
  0	-2	-2	-14	-18	13	-13	-8
#40 O=C1CC(O)(C(F)F)Oc2ccc3ccccc3c21 (stereo unspecified)
  -1	-11	23	-7	4	-7	-10	-4
#41 CC(=O)c1ccc(N2CCN(S(=O)(=O)c3ccc4c(c3)CC(=O)N4)CC2)cc1
  0	1	-9	-2	-3	-2	-3	8
#42 O=C(NCc1ccc(F)cc1)C(c1ccccc1)c1ccccc1
  4	-6	-3	8	-5	15	-2	19
#43 CCOc1ccccc1N1CCN(C(=O)c2cccc(-c3ccc(O)cc3)c2)CC1
  12	-1	5	8	-1	6	-13	6
#44 Cc1cccc(C)c1NC(=O)C(NC=O)c1ccccc1Cl (stereo unspecified)
  0	-43	3	5	-11	15	-52	9
#45 CCOC(=O)c1[nH]c2ccccc2c1NC(=O)C(CC)CC
  5	-7	-4	5	-5	12	-25	5
#46 O=C(Cc1nnc(NC(=O)Nc2ccccc2)s1)Nc1ccccc1
  2	-5	7	4	-1	-11	-23	-1
#47 COc1ccc(Cl)cc1NS(=O)(=O)c1ccc(S(=O)(=O)N2CCCC2)cc1
  0	-18	6	-1	2	-4	4	22
#48 CCN1CCN(C(c2ccc(F)cc2)c2nnnn2Cc2ccc3c(c2)OCO3)CC1 (stereo unspecified)
  5	-3	13	1	2	14	-6	8
#49 Cc1ccc(CN2CCSc3sccc3C2=O)cc1
  -5	8	-6	4	-2	10	15	17
#50 CC(NC(=O)c1ccc(Br)cc1)C(=O)NC1=NCCS1 (stereo unspecified)
  4	5	-7	0	6	-10	8	-7

(further entries)
The line under a structure holds: CXCR6 inh	Jurkat NFkB inh	Gli-Sufu block	EBI2 antag	UBC13 polyUb	APJ antag	697 NFkB inh	CCR6 antagonist
#51 O=C(c1cc2sccc2n1Cc1ccccc1)N1CCN(c2nc3ccccc3s2)CC1
  7	32	58*	7	-7	5	-12	17
#52 O=C(CCN1C(=O)c2ccccc2C1=O)CN1CCOCC1
  4	10	0	-6	-8	15	9	5
#53 CC(C)c1ccc(NS(=O)(=O)c2ccc3[nH]cc(C(=O)N4CCC(C(N)=O)CC4)c(=O)c3c2)cc1
  -18	4	2	-3	-15	-24	11	-3
#54 COc1cc(-c2nc(C)c(C(C)=O)n2O)ccc1OCC(=O)Nc1ccc(F)cc1
  1	9	1	6	-2	6	14	7
#55 CCn1cc(C(=O)N2CCN(c3ccc(F)cc3)CC2)c2cc(OC)c(OC)cc2c1=O
  -9	9	2	-8	16	-3	6	-3
#56 CC(C)(C)NC(=O)/C=C/c1cccs1
  1	-14	-6	4	-11	-3	-5	2
#57 Cc1ccc(CN2C(=O)CSC(C)C2=O)cc1 (stereo unspecified)
  -4	-10	-24	1	2	12	-14	8
#58 CCOC(=O)c1ccc(-n2c(=S)sc3c(=O)[nH]c(C)nc32)cc1
  -7	3	3	-4	-4	4	19	-1
#59 Cc1ccc(S(=O)(=O)NCC(=O)OCC(=O)NC(=O)c2cccn2C)cc1
  -4	0	9	-1	-1	3	-9	-19
#60 O=C(O)C1CSCN1S(=O)(=O)c1cccc2nsnc12 (stereo unspecified)
  1	-11	3	-6	-2	10	5	-1
#61 O=C(CSc1ccccc1F)NCC(c1cccs1)N1CCOCC1 (stereo unspecified)
  -9	-11	-1	-6	-9	4	8	14
#62 N#Cc1cc2c(nc1SCC(O)CS(=O)(=O)Cc1ccc(Cl)cc1)CCCC2 (stereo unspecified)
  -2	-2	15	17	19	2	-11	6

Of the compounds above, these have an aryl methoxy group:
The line under a structure holds: CXCR6 inh	Jurkat NFkB inh	Gli-Sufu block	EBI2 antag	UBC13 polyUb	APJ antag	697 NFkB inh	CCR6 antagonist
#1 COc1ccc(NC(=O)CCSCCC(=O)Nc2ccc(OC)cc2OC)c(OC)c1
  -20	-10	13	-1	-5	0	-8	12
#3 COc1cc(C2C(C#N)=C(N)Oc3cc(N(C)C)ccc32)cc2c1OCO2 (stereo unspecified)
  6	67*	45	0	-10	15	-107	12
#8 COc1ccc(C(=O)COC(=O)c2cccc(-n3cnnn3)c2)c(OC)c1
  -3	-34	-37	0	2	6	-34	16
#21 COc1cccc(N=C2SC(CC(=O)Nc3ccccc3)C(=O)N2Cc2ccccn2)c1 (stereo unspecified)
  1	-1	1	15	6	10	16	8
#23 COc1cccc(C(=O)/C=C/Nc2ccc(S(=O)(=O)Nc3ccc(C(C)=O)cc3)cc2)c1
  -11	4	7	3	-19	8	-3	17
#26 COc1cc(/C=C(/NC(=O)c2ccccc2)C(=O)N2CCOCC2)c([N+](=O)[O-])cc1OC
  -6	16	-1	-6	-1	-21	-6	0
#32 COc1ccc(NC(=O)C2CCCN(c3c4c(nc5ncnn35)CCC4)C2)cc1 (stereo unspecified)
  -2	17	5	-5	6	10	5	-3
#35 COc1ccc(N(CC(=O)Nc2cccc([N+](=O)[O-])c2C)S(C)(=O)=O)cc1OC
  8	2	0	-4	0	5	2	10
#47 COc1ccc(Cl)cc1NS(=O)(=O)c1ccc(S(=O)(=O)N2CCCC2)cc1
  0	-18	6	-1	2	-4	4	22
#54 COc1cc(-c2nc(C)c(C(C)=O)n2O)ccc1OCC(=O)Nc1ccc(F)cc1
  1	9	1	6	-2	6	14	7
#55 CCn1cc(C(=O)N2CCN(c3ccc(F)cc3)CC2)c2cc(OC)c(OC)cc2c1=O
  -9	9	2	-8	16	-3	6	-3
